Source: PubChem
HTR5A ag = counter-screen for OPRM1-OPRD1 agonists: human HTR5A agonism | HTR5A agonist assay, luminescence, cell-based | activation, % at 9.3 µM | 340,000 compounds, 0.61% hits | AID 504692 | P47898; in the data active means activation mostly above about 9.5%, no sharp cut-off; inactive means mostly below about 7.6%;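 further: 0% = cells with vehicle only and 100% = reference agonist; strong numbers were not always called active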
AddAB inh = less growth of phage-infected E. coli with AddAB; E. coli expressing H. pylori AddAB, absorbance growth; inhibition, % at 11.9 µM; 330,000 compounds, 0.29% hits; AID 435030; in the data active means inhibition above about 12%;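 further: 0% = vehicle wells of infected cells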
Pemphigus Ab inh = inhibitors of pemphigus antibody binding to human desmoglein-3; P32926; DSG3-coupled beads, scFv-anti-DSG3-GFP binding, flow cytometry; active compounds read low; binding (percent of control), % at 10 µM; 310,000 compounds, 0.48% hits;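 active means binding more than 3 SD below its plate's average and above zero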;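 further: hits lower antibody fragment binding to DSG3; some compounds called inactive have numbers as strong as hits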
Target sequence (P32926 whole entry, looked up, the tested form may be a part): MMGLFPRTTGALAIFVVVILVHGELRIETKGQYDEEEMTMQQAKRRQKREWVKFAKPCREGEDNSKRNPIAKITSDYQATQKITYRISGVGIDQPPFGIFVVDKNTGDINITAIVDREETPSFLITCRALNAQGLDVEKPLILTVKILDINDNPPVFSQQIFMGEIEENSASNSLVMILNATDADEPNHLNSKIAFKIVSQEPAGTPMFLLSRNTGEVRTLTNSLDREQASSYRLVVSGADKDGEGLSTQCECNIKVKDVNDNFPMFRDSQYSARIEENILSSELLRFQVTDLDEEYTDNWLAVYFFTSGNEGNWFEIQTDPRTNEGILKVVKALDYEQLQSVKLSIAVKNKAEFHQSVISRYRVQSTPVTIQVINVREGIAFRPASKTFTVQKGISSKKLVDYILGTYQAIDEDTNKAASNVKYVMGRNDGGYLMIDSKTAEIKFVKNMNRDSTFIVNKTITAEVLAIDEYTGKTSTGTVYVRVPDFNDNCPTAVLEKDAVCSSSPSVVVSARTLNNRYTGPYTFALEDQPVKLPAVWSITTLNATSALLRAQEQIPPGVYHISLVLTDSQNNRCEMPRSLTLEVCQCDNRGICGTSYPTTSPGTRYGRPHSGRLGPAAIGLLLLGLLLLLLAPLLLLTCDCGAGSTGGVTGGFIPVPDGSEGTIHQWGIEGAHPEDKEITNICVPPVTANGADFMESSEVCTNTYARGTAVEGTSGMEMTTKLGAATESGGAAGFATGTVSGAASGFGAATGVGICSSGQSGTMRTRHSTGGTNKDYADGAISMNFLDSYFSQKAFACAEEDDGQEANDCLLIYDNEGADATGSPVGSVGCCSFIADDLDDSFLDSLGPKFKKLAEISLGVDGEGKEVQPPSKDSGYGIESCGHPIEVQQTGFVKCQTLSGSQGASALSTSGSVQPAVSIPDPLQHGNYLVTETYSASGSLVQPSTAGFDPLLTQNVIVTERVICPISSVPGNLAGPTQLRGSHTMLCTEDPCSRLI
Ecoli viability = counter-screen for AddAB inhibitors: E. coli growth inhibition; 330,000 compounds, 0.27% hits; inhibition, % at 11.9 µM; E. coli V3065 growth, OD600 absorbance, 18 h;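 active means inhibition above the campaign's mean inhibition across all tested compounds plus 3 SD, cut at about 9.9% in these data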;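 further: uninfected addAB+ strain grown without phage in ampicillin broth; 0% = DMSO wells and 100% = ciprofloxacin 0.95 µg/ml wells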
MOR-DOR ag = OPRM1-OPRD1 heterodimerization agonism. P35372+P41143. cells, luminescence. activation, % at 9.3 µM. 340,000 compounds, 0.3% hits. AID 504326; in the data active means activation above about 18%;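 further: 0% = vehicle-treated cells and 100% = reference agonist; values of inactives mirror those of a sister screen read the other way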
PfHsp90 yeast 2 = reduces growth (ATP signal) of yeast expressing P. falciparum Hsp90. S. cerevisiae expressing PfHsp90, BacTiter-Glo ATP, 48 h; yeast lacking PDR1 and PDR3 efflux regulators. inhibition, % at 9.4 µM. 310,000 compounds, 0.32% hits;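 active means every replicate shows inhibition above about 80%, whatever the replicate mean, limit read from the data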;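 further: 0% = DMSO neutral controls and 100% = 20 µM radicicol positive controls; yeast relying on Plasmodium falciparum Hsp90 in place of its own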
SUMO Mot1 rescue = SUMOylation pathway inhibition by Mot1-301 growth rescue | S. cerevisiae Mot1-301 growth rescue, ATP luminescence, 38.5C; percent above DMSO median, 100 means doubled | growth rescue, % at 18.8 µM | 320,000 compounds, 1% hits | AID 2716;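 active means every valid replicate shows activation above 250% relative to neutral control wells; inactive means the rest, any valid replicate at or below 250%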;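 further: OY570 slx delta 5 strain wells were the positive control but not used for scaling; some compounds called inactive have numbers as strong as hits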
phage Ecoli inh = E. coli growth loss with phage present. 360,000 compounds, 0.26% hits. growth absorbance. inhibition, % at 11.9 µM; in the data active means inhibition above about 11%
PKA-R1A activ = PKA-R1A complex activation | activation, % at 11.4 µM | PKA-R1A dissociation, Cy5-IP20 fluorescence polarization; scaled: DMSO 0%, 113 µM cGMP 100% | 340,000 compounds, 0.083% hits | P00514+P68181;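 active means percent activation above the mean of all tested compounds plus 3 SD, cut at about 19% in these data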;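 further: higher means more PKAc released from R1A so a rise in polarization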
OPRM1-OPRD1 inv = mu-delta opioid heterodimer inverse agonism | P35372+P41143 | cell-based MOR-DOR heterodimer luminescence | inhibition, % at 9.3 µM | 340,000 compounds, 0.21% hits | AID 504357; in the data active means inhibition above about 22%, passing the limit was not always enough;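 further: 0% = cells with DMSO and 100% = wells without cells with DMSO; values of inactives mirror those of a sister screen read the other way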
HTR5A inv ag = inverse agonist of human HTR5A in OPRM1-OPRD1 counter-screen; P47898; HTR5A cell line, luminescence, inverse agonism; 340,000 compounds, 0.083% hits; inhibition, % at 9.3 µM; in the data active means inhibition mostly above about 23%, no sharp cut-off; inactive means mostly below about 18%;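 further: 0% = cells with DMSO and 100% = no-cell wells with DMSO; some compounds called inactive have numbers as strong as hits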
Numbers without * were called inactive; · = not tested or not shown.

SMILES | HTR5A ag | AddAB inh | Pemphigus Ab inh | Ecoli viability | MOR-DOR ag | PfHsp90 yeast 2 | SUMO Mot1 rescue | phage Ecoli inh | PKA-R1A activ | OPRM1-OPRD1 inv | HTR5A inv ag
O=C(Nc1ccc2c(c1)OCCO2)C1CCCN(S(=O)(=O)c2cnc[nH]2)C1 (configuration not stated) | -2 | 2.8 | 109 | -2.0 | -2.7 | 24 | · | 3.9 | 17 | 14 | 7
Cc1nnc(N2CCN(c3ccccc3)CC2)[nH]c1=O | -1 | -0.2 | 112 | -4.3 | -2.2 | 9 | 8 | -1.2 | 5 | 9 | 16
O=C(c1ccccn1)c1ccc2ccccc2n1 | · | 1.1 | 104 | -1.1 | · | · | 5 | 2.7 | · | · | ·
CC(NC(=O)c1ccccc1)C(=O)Nc1ccccc1 (configuration not stated) | 0 | · | 116 | · | -4.0 | 5 | · | 1.3 | -6 | 19 | -1
Cc1ccc(-c2csc(NC(=O)CN3C(=O)CCC3=O)n2)cc1 | -2 | 4.6 | 97 | 3.7 | -2.0 | -38 | 4 | 3.8 | 1 | 10 | 24
Cc1ccc(C)c(NS(=O)(=O)c2ccc3c(c2)Cc2cc(S(=O)(=O)Nc4cc(C)ccc4C)ccc2-3)c1 | 2 | 2.8 | 107 | -1.8 | 2.0 | -58 | -16 | 2.6 | -6 | -11 | -19
CCOC(=O)C1=C(C)NC(=O)NC1c1cccc(OC)c1OCc1ccccc1Cl (configuration not stated) | 3 | 1.8 | 102 | -1.7 | 3.5 | -2 | · | 1.2 | 3 | -19 | -8
Cc1nn(C)c(C(=O)NNC(=S)Nc2ccc(F)cc2)c1[N+](=O)[O-] | 1 | 1.5 | 110 | 2.2 | -4.3 | -6 | -17 | 3.7 | 4 | 24 | 23
CCN(CC)S(=O)(=O)c1ccc(-c2nnc(SCc3nnc(-c4ccc(C)cc4)o3)o2)cc1 | -2 | -0.3 | 102 | 0.3 | -1.2 | -13 | 7 | 0.1 | -6 | 7 | -11
CN(C)c1ccccc1C(=O)N1CCC(n2nccc2NC(=O)C2CC2)CC1 | -3 | 3.7 | 105 | 2.6 | -1.4 | 10 | 13 | 3.1 | 12 | 7 | 10
CC(=O)N1CCC(C(=O)Nc2ccc3c(c2)CCC3)CC1 | 9 | 1.4 | · | 3.1 | -2.3 | 1 | -8 | 0.1 | 4 | 12 | -10
COc1ccc(OC)c(/C=C/C(=O)Nc2cccc(S(=O)(=O)NC3=NCCCCC3)c2)c1 | 3 | 2.0 | · | 1.1 | -0.1 | -15 | 20 | 2.1 | -5 | 0 | -7
Cc1cc(NC(=O)CSc2nc(C(C)C)nc3sc4c(c23)CCC(C)C4)no1 (configuration not stated) | 2 | 3.8 | 94 | 1.5 | -0.3 | -20 | 307 | 0.5 | 11 | 2 | 13
CC[C@@]12C(=O)N(c3ccccc3)C(=O)N1[C@H](c1cccc(C)c1)[C@@H]1C(=O)N(Cc3ccccc3)C(=O)[C@@H]12 | 9 | 0.2 | 97 | -0.2 | -3.7 | -1 | -17 | -2.4 | -10 | 20 | -23
CC(C)C(C(=O)Nc1ccccc1F)N1C(=O)c2ccccc2C1=O (configuration not stated) | -1 | 5.2 | 110 | 1.3 | -1.9 | 9 | 3 | 2.4 | -6 | 10 | -10
CC1CN(C(=O)COC(=O)[C@@H](NC(=O)c2ccccc2Cl)C(C)C)CC(C)O1 (some centres not stated) | 2 | -0.5 | · | 1.7 | -2.6 | 19 | 25 | 0.2 | -7 | 10 | -4
COc1ccc(C(=O)c2nccc3ccccc23)cc1 | -2 | -1.9 | · | -2.5 | -2.2 | 22 | 5 | 1.0 | -4 | 10 | 4
COc1cc(C(=O)OCC(=O)N2CCNC2=O)cc(Cl)c1OC | 3 | · | 101 | · | -1.2 | · | · | 1.8 | -3 | 8 | -12
Cc1ccc2oc(=O)cc(CN3CC(C)OC(C)C3)c2c1 (configuration not stated) | 0 | 3.8 | 105 | 2.2 | -3.0 | -9 | 50 | -0.2 | -17 | 15 | -2
CNC(=O)CN(c1cc(OCCOC)c(Cl)cc1Cl)S(=O)(=O)c1ccccc1 | 0 | 0.2 | 99 | -3.7 | -1.9 | 9 | -11 | 5.3 | 1 | 11 | 1
CCn1ncc(/C=N\NC(=O)c2ccc3c(c2)c(C)c(C)n3Cc2ccccc2)c1C | 2 | 2.1 | 105 | -1.5 | -1.6 | -31 | 65 | 2.8 | 0 | 8 | -3
CC1CN(CCCSc2ccc(Cl)cc2)CC(C)O1 (configuration not stated) | -2 | 3.5 | 108 | 0.0 | 3.1 | -11 | 91 | 3.0 | -6 | -15 | -18
COC(=O)CSc1cc(C)nc(NC(C)=O)n1 | -1 | 1.4 | 100 | 0.3 | -2.0 | -20 | 2 | 4.3 | -11 | 10 | 6
C/C(=N\NC(=O)c1cc(C)oc1C)c1ccc(C)c([N+](=O)[O-])c1 | 3 | 1.0 | 103 | -1.1 | -4.5 | -2 | 14 | -0.1 | 7 | 17 | 18
FC(F)(F)C1=CC(c2ccc(Br)cc2)=NCCN1 | 2 | 6.6 | 102 | 3.4 | 0.7 | 2 | -9 | 1.8 | 1 | -4 | -6
O=C(Nc1ccc(S(=O)(=O)N2CCCCCC2)cc1)c1c(F)cccc1F | 1 | 4.7 | · | 4.6 | 1.2 | 9 | -19 | 2.0 | -2 | -6 | -7
C(=C\c1ccccc1)/CSc1nc2ncccc2[nH]1 | 2 | 2.6 | · | 0.8 | -0.3 | -15 | -2 | 4.3 | -5 | 1 | -5
COc1ccc(C(=O)OCc2cc(C)ccc2C)cc1S(=O)(=O)N1CCCC1 | -2 | 0.8 | 101 | -0.2 | -4.9 | -14 | -7 | 5.0 | 1 | 19 | 6
COc1cc(C(=S)N2CCCC2)cc(OC)c1OC | -1 | 4.1 | 106 | 1.9 | 0.2 | -29 | 2 | 2.9 | 16 | -1 | -7
Nc1nnc(SC2CCCC2)s1 | 4 | 1.6 | 101 | 0.3 | -1.8 | -28 | -1 | 3.9 | 2 | 10 | 6
CS(=O)(=O)N1CCc2cc(-c3csc(NC(=O)C(c4ccccc4)c4ccccc4)n3)ccc21 | -4 | 2.1 | 91 | -3.4 | -0.4 | 10 | 0 | 0.0 | -7 | 2 | 10
CCOc1cc(C)c(Cl)cc1S(=O)(=O)n1cnc2ccccc21 | 3 | 0.3 | · | -0.8 | -2.6 | 10 | · | 1.4 | 1 | 13 | -2
O=C(/C=C/c1ccc(Cl)cc1Cl)c1ccc[nH]1 | 0 | -1.1 | 104 | 0.8 | 4.0 | -4 | 63 | 3.0 | -7 | -20 | 1
COc1ccc(CCC(=O)OCC(=O)Nc2ccc3[nH]c(=O)[nH]c3c2)cc1 | 0 | -1.2 | 100 | -2.0 | -0.9 | · | -10 | 1.9 | -13 | 6 | -22
COc1ccc(S(=O)(=O)N(C)CC(=O)N2CCOCC2)cc1 | 4 | 1.4 | 96 | 0.3 | -1.4 | 24 | 0 | 1.4 | -7 | 8 | 2
CN(C)c1ccc(C2(O)C(=O)c3ccccc3C2=O)cc1 | 0 | -2.1 | 96 | -3.2 | 0.1 | 2 | 9 | 5.2 | -12 | -1 | 0
CC(C(=O)Nc1cccc([N+](=O)[O-])c1)[n+]1ccccc1 (configuration not stated) | -3 | 1.4 | 107 | -1.5 | -0.2 | 3 | · | 4.5 | 0 | 2 | 26
COc1ccc(NC(=O)C2CC(=O)NC(Nc3cccc(C)c3)=N2)cc1 (configuration not stated) | 6 | 1.6 | · | -0.5 | -1.8 | 8 | 102 | 2.6 | -10 | 8 | -14
COc1ccc(C(=O)N2CCN(c3ccc([N+](=O)[O-])c(-n4nc(C)cc4C)c3)CC2)cc1 | 7 | 3.4 | 98 | -0.5 | -1.0 | 1 | 0 | 0.9 | -5 | 5 | -12
Cc1ccccc1C(=O)NCC(=O)Nc1ccc(C)c(S(=O)(=O)N2CCCCCC2)c1 | 3 | 0.6 | 110 | 1.9 | 3.3 | 10 | 18 | 0.6 | 8 | -18 | 6
CCN1CCN(c2ccc(NC(=O)c3cccc(S(=O)(=O)N4CCCC4)c3)cc2)CC1 | 0 | -4.8 | 124 | 0.6 | -2.8 | 5 | 14 | 2.9 | 7 | 14 | -2
CC(=O)c1cc(C#N)c(SCc2ccncc2)nc1C | -1 | 2.4 | 102 | -0.3 | -0.3 | 7 | -5 | 0.7 | -3 | 1 | 0
O=C(CNS(=O)(=O)c1cccc(C(F)(F)F)c1)NC1CCCCCC1 | 0 | -0.8 | 114 | -1.1 | -0.7 | -4 | 18 | 4.8 | -5 | 4 | -2
Cc1ccc(S(=O)(=O)Nc2ccc(C(=O)Nc3ccncc3)cc2)cc1 | 1 | 1.6 | · | 2.2 | -2.2 | 24 | -4 | 4.5 | 0 | 11 | -21
Nc1nc(CN2CCCCC2)cs1 | 4 | 0.7 | 106 | -0.2 | 0.2 | -22 | -8 | 2.6 | -6 | -1 | -24
CCN(C(=O)COC(=O)c1oc2ccccc2c1C)c1c(N)n(Cc2ccccc2)c(=O)[nH]c1=O | 1 | 1.8 | 114 | -3.8 | -0.8 | -7 | 3 | 0.8 | -5 | 4 | -3
N=C(N)SCc1ncccc1O | 3 | -0.8 | 95 | -2.8 | -0.1 | -7 | -3 | · | -4 | 1 | 3
COc1ccc(NS(=O)(=O)c2ccc(NC(=O)c3ccccc3)cc2)nn1 | 2 | 3.5 | 99 | -0.7 | -2.0 | -6 | 0 | 4.8 | -5 | 11 | -6
Cc1cc(CNC(=O)[C@H](C)[C@@H]2C[C@@]2(C)[C@@H](NC(=O)OCc2ccccc2)c2ccccc2)nn1C | 14 | 1.8 | 98 | -2.4 | -3.7 | 21 | -2 | 0.9 | -2 | 21 | -41
Cc1ccc2nc(C)c(C(=O)N/N=C/c3cccs3)n2c1 | 3 | -0.6 | 84 | -0.6 | -1.4 | 12 | -7 | 3.8 | -3 | 9 | 17
O=C(CN1CCOCC1)Nc1ccc(Oc2ccc(NC(=O)CN3CCOCC3)cc2)cc1 | 2 | 2.4 | 93 | 1.5 | -1.5 | · | -3 | 1.4 | 4 | 8 | -7
COc1ccc(C(=O)n2nc(-c3ccccc3)nc2SC)cc1 | 10 | · | 90 | · | 0.1 | 13 | · | 1.6 | -8 | -1 | -14
COc1ccccc1OCC(=O)Nc1ccc(S(=O)(=O)N2CCN(C)CC2)cc1 | 0 | 0.5 | 107 | -1.3 | -0.5 | 10 | -18 | 2.3 | -3 | 3 | 0
O=Nc1nc2ncccn2c1-c1ccccc1 | -2 | · | · | · | -1.5 | -25 | · | 15* | 10 | 7 | 8
Cc1cccn2c(=O)c3cc(C(=O)NCc4ccccc4)c(=N)n(CCCN4CCOCC4)c3nc12 | -7 | · | 104 | · | -4.7 | -24 | · | 1.7 | -6 | 24 | 6

With a hit mark in phage Ecoli inh, among the entries above:
Compound,AddAB inh,Pemphigus Ab inh,MOR-DOR ag,PfHsp90 yeast 2,SUMO Mot1 rescue,phage Ecoli inh,PKA-R1A activ,OPRM1-OPRD1 inv
O=Nc1nc2ncccn2c1-c1ccccc1,·,·,-1.5,-25,·,15*,10,7
